High-throughput results from PubChem BioAssay.
Rtt109 Vps75: blocks Candida albicans Rtt109/Vps75 acetyltransferase activity; Q5AAJ8; purified Rtt109/Vps75, ThioGlo CoA-SH fluorescence, 4 h; inhibition, % at 34.9 µM; hit rate 0.16% among 330,000;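 active = inhibition of at least 50% in every replicate; inconclusive = best replicate reaches 50% inhibition but some replicates fall short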
Target sequence (Q5AAJ8 whole entry, looked up): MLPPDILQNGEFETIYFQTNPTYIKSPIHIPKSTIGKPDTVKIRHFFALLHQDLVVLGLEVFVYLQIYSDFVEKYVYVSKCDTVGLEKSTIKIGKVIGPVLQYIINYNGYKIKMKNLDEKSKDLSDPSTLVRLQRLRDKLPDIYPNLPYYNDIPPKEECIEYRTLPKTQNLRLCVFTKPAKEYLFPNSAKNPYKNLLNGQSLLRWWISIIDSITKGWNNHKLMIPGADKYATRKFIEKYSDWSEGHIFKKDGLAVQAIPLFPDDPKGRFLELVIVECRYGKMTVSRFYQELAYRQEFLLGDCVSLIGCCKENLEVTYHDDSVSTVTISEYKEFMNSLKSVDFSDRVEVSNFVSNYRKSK
CDK5 p35 inh: inhibitors of human CDK5/p35 kinase; Q00535+Q15078; Recombinant CDK5/p35, ADP-Glo luminescence, 60 min; hit rate 0.01% among 330,000; AID 488839; inhibition, % at 10 µM;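 active = highest replicate inhibition of at least 50% and at least 75% of replicates reaching 50%; inconclusive = only one of the two criteria met; inactive = both criteria failed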;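 also: plate controls were DMSO neutral control for no effect and GW8510 at 10 µM for full effect; many of its hits are not listed in these tables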
Target sequence (Q00535 whole entry, looked up): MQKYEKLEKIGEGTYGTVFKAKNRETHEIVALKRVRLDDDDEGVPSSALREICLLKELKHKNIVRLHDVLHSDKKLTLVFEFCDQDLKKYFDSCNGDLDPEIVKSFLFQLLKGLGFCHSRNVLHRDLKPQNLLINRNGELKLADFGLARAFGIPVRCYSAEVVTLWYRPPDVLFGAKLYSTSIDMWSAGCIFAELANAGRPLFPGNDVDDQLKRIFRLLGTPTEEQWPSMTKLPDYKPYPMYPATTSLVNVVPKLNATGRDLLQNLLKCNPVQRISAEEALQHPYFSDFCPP
Target sequence (Q15078 whole entry, looked up): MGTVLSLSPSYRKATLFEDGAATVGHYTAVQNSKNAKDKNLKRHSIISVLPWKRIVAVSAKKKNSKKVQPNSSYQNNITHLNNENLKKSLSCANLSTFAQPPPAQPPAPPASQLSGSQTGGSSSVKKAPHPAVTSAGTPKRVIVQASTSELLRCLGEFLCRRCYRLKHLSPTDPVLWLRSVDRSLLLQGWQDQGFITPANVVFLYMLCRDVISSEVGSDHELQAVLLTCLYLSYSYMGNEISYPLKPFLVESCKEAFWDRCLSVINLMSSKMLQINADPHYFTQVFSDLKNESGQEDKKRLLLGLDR
PfHsp90 yeast 2: growth inhibition of yeast expressing Plasmodium Hsp90 | S. cerevisiae expressing PfHsp90, BacTiter-Glo ATP, 48 h; yeast lacking PDR1 and PDR3 efflux regulators | inhibition, % at 9.4 µM | hit rate 0.32% among 310,000;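 active = every replicate shows inhibition above about 80%, whatever the replicate mean, limit read from the data; inconclusive = mean inhibition reaches the set limit but some replicate falls short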;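 also: 0% = DMSO neutral controls and 100% = 20 µM radicicol positive controls; yeast relying on Plasmodium falciparum Hsp90 in place of its own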
Mot1-301 SUMO: SUMOylation pathway inhibition by Mot1-301 growth rescue | growth rescue, % at 18.8 µM | hit rate 1% among 320,000 | S. cerevisiae Mot1-301 growth rescue, ATP luminescence, 38.5C; percent above DMSO median, 100 means doubled | AID 2716;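 active = every valid replicate shows activation above 250% relative to neutral control wells; inactive = the rest, any valid replicate at or below 250%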;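 also: OY570 slx delta 5 strain wells were the positive control but not used for scaling; some compounds called inactive have numbers as strong as hits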
LANA DNA inh: KSHV C-LANA DNA binding inhibition | MBP-C-LANA/FAM-LBS DNA binding, fluorescence polarization | inhibition, % at 9 µM | hit rate 0.078% among 340,000;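 active = highest replicate inhibition at or above 60% at 9 µM, even if other replicates fall short; inactive = all replicates below 60% inhibition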;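 also: 0% = neutral control wells and 100% = 4 µM acridine orange control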
RTF Ca sens inh: cardiac RTF calcium desensitization; IANBD-labeled cardiac RTF, Ca2+ fluorescence; hit rate 0.12% among 340,000; AID 493244; inhibition, % at 7.15 µM;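 active = inhibition above the mean inhibition of all tested compounds plus 3 SD, cut at about 17% in these data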;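 also: assay run at fixed EC70 calcium of 1.6 mM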
RTF Ca sens act: increases calcium sensitivity of human cardiac regulated thin filaments | hit rate 0.24% among 340,000 | IANBD-labeled TnC RTF fluorescence at EC20 calcium; 0% EC20 calcium, 100% full calcium | activation, % at 7.2 µM | AID 493008;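 active = activation above the mean over all tested compounds plus 3 SD, cut at about 30% in these data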;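 also: rise in fluorescence read as greater calcium sensitivity of cardiac thin filaments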
PvdQ inh: blocks Pseudomonas aeruginosa PvdQ acylase activity; purified PvdQ acylase, fluorescence plate reader; inhibition, % at 10 µM; hit rate 0.063% among 340,000; AID 488965; in the data active = inhibition above about 30%, passing the limit was not always enough; inconclusive = no clear call, values can overlap the other calls;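 also: 0% = vehicle neutral wells and 100% = reference inhibitor wells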
Keap1-Nrf2 PPI: Keap1-Nrf2 (human) interaction inhibition; Keap1 Kelch-Nrf2 peptide fluorescence polarization, 1536-well; inhibition, % at 9.4 µM; hit rate 0.15% among 340,000; in the data active = inhibition above about 12%; inconclusive = no clear call, values can overlap the other calls; inactive = below about 7.3%;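 also: human Keap1 Kelch domain with fluorescein labeled Nrf2 9mer peptide probe; 0% = neutral control wells and 100% = peptide positive control; higher means more block of Keap1 binding to Nrf2 peptide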
NSD2 HMT inh: NSD2 (human) methyltransferase inhibition | O96028 | hit rate 0.54% among 310,000 | inhibition, % at 12.5 µM | NSD2 peptide methylation, AlphaScreen, 120 min; in the data active = inhibition above about 50%
dFosB act: activators of mouse delta FosB homodimer. purified delta FosB, TAMRA-CDK5 oligo fluorescence polarization; percent of positive-control signal above neutral wells. activation, % at 25 µM. hit rate 0.99% among 340,000;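 active = mean activation above about 17%, with every replicate also reaching it, limit read from the data, passing the limit was not always enough; inconclusive = only one of the two conditions met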;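 also: fluorescence polarization rise as delta FosB binds a TAMRA Cdk5 AP-1 oligo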
Numbers without * were called inactive; ? = inconclusive; . = not tested or not shown. Hits appear at their usual frequency, and some 3.2% of all compounds hit somewhere here.

SMILES	Rtt109 Vps75	CDK5 p35 inh	PfHsp90 yeast 2	Mot1-301 SUMO	LANA DNA inh	RTF Ca sens inh	RTF Ca sens act	PvdQ inh	Keap1-Nrf2 PPI	NSD2 HMT inh	dFosB act
O=C(NNC(=O)C1C2C=CC(C2)C1C(=O)O)c1ccccc1O (centres undefined)	6.2	-1.0	2.0	1.8	1.5	-13.8	-10.4	9.0	-0.8	-0.8	0.7
Cc1cccc(C(=O)N[C@H](C(=O)Nc2nc3ccc(S(C)(=O)=O)cc3s2)C(C)C)c1	30.5	-3.4	-5.3	-5.9	0.4	10.0	-4.5	-5.2	-2.4	-9.2	-17.5
CC(C)NC(=O)NC(=O)COC(=O)c1ncc(Cl)c(Cl)c1Cl	-56.8	-1.4	11.6	-1.1	-0.2	-9.5	6.8	-8.4	0.4	0.8	-2.7
COc1ccc(NC(=O)C2CCCN(S(=O)(=O)c3c(C)n[nH]c3C)C2)cc1OC (centres undefined)	5.7	-1.5	-16.8	-32.2	-1.6	-3.3	3.8	-6.7	2.4	-0.3	1.8
CC(C)(C)OC(=O)N1CCCC(C(=O)Nc2cccc(C(=O)NC3CC3)c2)C1 (centres undefined)	6.8	0.7	10.4	.	2.4	-4.7	-4.9	-4.1	-3.9	.	-1.8
CC(=O)Nc1ccc2c(c1)nc1n2CCSC1	?	0.3	-24.8	-21.4	-0.5	-8.2	-6.8	-7.9	-19.6	-0.4	-0.6
CC(=O)N(CN1C(=O)CCC1=O)c1ccc(Cl)c(Cl)c1	2.0	2.6	-15.7	-2.2	0.9	-0.2	2.9	4.7	-3.4	-4.1	1.9
COc1ccc(/C(O)=C2/C(=O)C(=O)N(CCN3CCOCC3)C2c2ccc(C)cc2)cc1 (centres undefined)	-7.0	1.3	-6.6	-3.5	-1.0	-0.5	0.3	6.3	-7.1	0.8	-1.1
Cc1ccc(C)c(S(=O)(=O)NCc2ccc(C(=O)N3CC(C)OC(C)C3)cc2)c1 (centres undefined)	0.4	1.4	12.2	3.0	0.7	-8.9	-1.5	-3.3	3.3	1.7	-7.1
CCOc1cc(C)nc(NCCc2ccc(OC)c(OC)c2)n1	.	0.3	-13.8	-28.6	0.1	-10.2	1.8	-16.2	2.3	-1.5	-6.4
CC(O)C(NS(=O)(=O)c1ccc2ccccc2c1)C(=O)OCC(=O)Nc1ccccc1OC(F)F (centres undefined)	-4.0	0.0	-1.6	.	-2.8	-5.2	-0.3	-12.7	-1.0	1.2	-17.8
C[C@H](NC(=O)OCc1ccccc1)C(=O)NNC(=O)[C@H](Cc1ccccc1)NC(=O)OC(C)(C)C	-2.6	-0.7	-7.3	-12.5	0.7	-4.8	3.5	-14.0	-7.0	.	26.9*
O=C(CSc1nc(O)cc(=O)n1-c1ccccc1)NC1CCCCC1	-6.8	-0.3	2.4	583.8*	1.5	-3.9	-0.4	-14.2	-6.3	2.2	-6.5
CCOC(=O)N1CCN(Cc2nc3cc(NC(=O)CC(C)C)ccc3n2C)CC1	1.0	-2.1	-7.7	-2.7	-1.7	-20.6	-1.1	-11.1	-4.1	0.4	-3.0
Cc1[nH]nc(SCC(=O)NCc2ccccc2)c1[N+](=O)[O-]	-4.2	0.0	38.9	.	-0.7	-6.7	0.9	-9.2	-2.1	-0.5	1.2
COCCN1C=C2C(=O)C(C)(OC(=O)CCc3ccccc3)C(=O)C=C2C=C1c1ccc(C#N)cc1 (centres undefined)	-12.0	0.5	3.3	-18.8	-0.1	-0.9	-6.0	4.4	0.7	.	-8.1
CC1=N/C(=C\c2ccc([N+](=O)[O-])cc2)C(=O)N1c1ccc(F)cc1F	24.3	0.1	-12.7	-10.2	-0.8	-10.7	0.7	5.9	7.6	0.7	-9.6
COCCSc1ccccc1C(=O)Nc1ccc(Cl)cc1	-1.8	-1.1	-49.7	13.6	0.7	-2.9	-1.6	-17.7	-2.5	-8.5	2.6
CCOC(=O)C1CN(S(=O)(=O)c2ccc(C)cc2)C1	6.3	3.0	-23.9	32.5	0.3	1.9	-1.8	-12.5	-3.7	0.4	-2.9
CCOc1ccc(C(=O)NCc2cccnc2)cc1	1.8	-1.2	27.4	18.6	-0.1	-8.5	-1.7	-7.5	1.7	-2.0	0.8
O=[N+]([O-])c1ccc2c3n([n+]([O-])c2c1)CCN=C3c1ccc(Cl)cc1	5.4	-0.9	-39.5	55.4	4.4	0.3	-5.2	-9.8	1.1	.	-10.6
O=C(NC(=S)Nc1cccnc1)c1cc2ccccc2o1	-1.7	-1.2	-24.1	2.6	-0.7	7.7	-1.7	-1.2	-1.6	-2.4	-10.7
CC1CCCC2(C1)NC(=S)c1c(sc3c1CCCC3)N2 (centres undefined)	5.1	-0.3	5.3	.	3.8	-9.5	-4.0	-10.9	0.9	-7.3	-1.1
Cn1c(SCC(=O)N2CCCC2=O)nc2ccccc2c1=O	-9.9	-1.2	-24.0	-8.4	1.0	-4.0	2.2	-16.5	-7.1	-3.4	1.7
O=C(Nc1ccccc1[N+](=O)[O-])C1(c2ccccc2)CCOCC1	0.4	1.7	-1.8	-21.8	0.8	-4.4	10.8	-10.5	1.1	5.1	1.6

The last three entries of the part above open the next one.
SMILES	Rtt109 Vps75	CDK5 p35 inh	PfHsp90 yeast 2	Mot1-301 SUMO	LANA DNA inh	RTF Ca sens inh	RTF Ca sens act	PvdQ inh	Keap1-Nrf2 PPI	NSD2 HMT inh	dFosB act
CC1CCCC2(C1)NC(=S)c1c(sc3c1CCCC3)N2 (centres undefined)	5.1	-0.3	5.3	.	3.8	-9.5	-4.0	-10.9	0.9	-7.3	-1.1
Cn1c(SCC(=O)N2CCCC2=O)nc2ccccc2c1=O	-9.9	-1.2	-24.0	-8.4	1.0	-4.0	2.2	-16.5	-7.1	-3.4	1.7
O=C(Nc1ccccc1[N+](=O)[O-])C1(c2ccccc2)CCOCC1	0.4	1.7	-1.8	-21.8	0.8	-4.4	10.8	-10.5	1.1	5.1	1.6
Cc1ccc(Cn2c(C)nc3c(c2=O)c2nc4ccccc4nc2n3Cc2ccco2)cc1	-15.2	-0.7	-9.3	-25.3	-1.1	6.2	0.1	3.5	-4.9	1.9	-34.9
CCCn1c(N)c(C(=O)CN2CCN(S(=O)(=O)c3cccs3)CC2)c(=O)[nH]c1=O	-2.2	-3.4	.	15.5	-0.9	8.2	14.6	-3.5	-6.9	-4.2	-7.8
Cc1ccc(/C=C/C(=O)N2CCN(Cc3ccccc3)CC2)o1	-9.9	2.3	-15.1	-27.2	0.6	-0.4	2.9	-15.9	-4.0	1.3	1.6
O=C(COC(=O)c1ccccn1)c1ccc([N+](=O)[O-])cc1	9.7	0.1	-17.2	14.4	-1.0	-5.9	-0.2	-5.0	-1.0	1.1	-0.7
Cc1cc(Cl)c2oc(C(=O)N(C)Cc3cc(C)[nH]n3)c(C)c2c1	-5.1	-6.0	-2.1	-14.3	-1.2	-0.8	-2.1	-5.1	-0.9	2.9	-16.1
CC1CN(C(=O)CSc2nnc(CNC(=O)c3ccc(S(=O)(=O)N(C)C)cc3)o2)CC(C)O1 (centres undefined)	-2.5	-1.7	-7.0	-9.5	-0.5	-5.6	-0.7	6.1	-4.0	-1.5	7.2
O=C(Cn1ncn2c(cc3ccccc32)c1=O)NCCCc1ccccc1	2.4	-2.6	25.5	10.5	1.0	-5.1	-3.4	-22.9	-2.0	26.1	47.5*
CCOCc1[nH]c(=S)[nH]c(=O)c1Cc1ccc(OCC(C)C)cc1	6.0	1.1	1.6	-3.9	-1.2	.	.	0.9	-6.3	-2.0	-4.4
O/N=C(\c1ccccc1)C(O)c1ccccc1 (centres undefined)	3.7	0.7	4.3	69.8	-1.2	-2.5	-4.1	3.1	-0.4	1.5	-1.1
O=C(c1cccc(Cl)c1)N1CCN(C(=O)c2ccco2)CC1	-4.5	0.9	-9.3	-7.9	-0.3	1.4	5.7	4.4	0.3	-1.3	1.1
O=C(CNc1cccc([N+](=O)[O-])c1)N/N=C/c1ccc([N+](=O)[O-])o1	2.8	0.8	-0.7	1.9	1.7	-14.9	-1.3	2.2	-0.3	-8.8	9.3
Cc1c(NC(=O)/C=C/c2cn(-c3ccccc3)nc2-c2ccccc2)c(=O)n(-c2ccccc2)n1C	9.6	-1.0	-5.8	225.2	1.1	-2.9	-7.6	11.5	0.1	1.8	2.7
CN(C)CC(C)(C)CNC(=O)C1CCN(Cc2ccccc2O)CC1	-6.7	0.2	21.9	-0.6	1.4	-8.6	2.8	-15.9	-3.3	-5.3	-1.4
Cc1nnc(SCC(=O)N2CCCCC2)n1CC1CCCO1 (centres undefined)	4.4	-0.7	16.3	-2.4	2.1	0.4	-5.0	-1.2	2.3	0.9	0.9
Cc1ccccc1-c1nc(CN2CCCC(C(=O)NCCCN3CCOCC3)C2)c(C)o1 (centres undefined)	-10.1	-1.4	10.1	128.2	-0.2	-2.0	0.8	-20.6	-1.5	0.8	1.5
CC(C)N(C(=O)[C@H]1C[C@H](CC(=O)NC(C)(C)C)C(=O)N2CCc3c([nH]c4cc(CCC(=O)N(C)C)ccc34)[C@]12C)C(C)C	4.4	-0.6	-7.4	.	0.0	-5.6	-3.7	7.7	3.6	.	-10.0
CC(C)C(=O)NNc1ccc(C(F)(F)F)cn1	-9.1	0.6	0.8	585.8*	0.4	4.2	-0.7	2.3	-2.6	-0.9	-3.2
Cc1onc(-c2ccccc2Cl)c1C(=O)N1CCN(Cc2ccc3c(c2)OCO3)CC1	1.2	-1.0	-3.6	-8.2	-0.1	1.9	2.7	-5.5	-8.8	-0.1	-11.3
Cc1ccc(CNC(=O)C2CCCN(S(=O)(=O)c3c(C)noc3/C=C/N(C)C)C2)cc1 (centres undefined)	-7.5	-1.8	10.4	1.5	0.2	-12.7	-4.8	7.7	-1.5	-5.8	-5.4
O=C(NCCn1cc(SCc2ccccc2)c2ccccc21)c1c(F)cccc1F	-2.1	1.5	-14.3	-2.1	0.1	6.7	-5.5	-6.1	-1.4	.	-1.9
O=C1c2ccccc2C(=O)N1Cc1cnc(N2CCN(c3ccccc3)CC2)s1	7.0	0.3	12.6	.	-1.1	4.8	-1.3	-2.5	0.0	0.9	-4.4
Cc1ccsc1/C=N/Nc1cccc(C(=O)O)c1	-3.9	-1.0	4.9	-2.3	1.5	5.1	5.0	-12.6	-0.5	3.2	5.0
CCOc1ccccc1CNCCNC(=O)c1nonc1N	-3.7	-0.4	-3.3	4.0	-0.9	-9.4	-2.9	-8.5	-2.3	.	4.6
COCCn1c(=O)c2cc3c(=O)n(CCOC)c(=O)c3cc2c1=O	-2.2	-4.5	6.8	-1.9	0.8	-8.8	10.0	-6.2	-3.9	-2.9	-3.4
